Assay outcomes: PubChem BioAssay, National Center for Advancing Translational Sciences (NCATS)
HT1080 IDH1KD tx: toxicity to HT-1080 IDH1 knockdown cells (counter line). HT-1080 IDH1 knockdown viability, ATP luminescence, 48 h. Potency, µM (doses to about 46.1 µM), for the others: top-dose activity, negative = toxicity, most hits filed as cytotoxic. 2% of 360,000 active. AID 686971;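 note: 0% = DMSO wells and -100% = cell-free medium wells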
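HT-1080-IDH1KD cells (IDH1 knocked down), 750/well in RPMI with 5% FBS, treated with compound 48 h at 37 degrees C. Viability by CellTiter-Glo luminescence, normalised to DMSO and no-cell wells; concentration-response curves classed.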
KB-V1 MDR tox: kills drug-selected multidrug resistant KB-V1 cells. 3.4% of 400,000 active. Potency, µM (top dose mostly 46.1 µM), without a hit: at the highest dose activity change, negative = cytotoxicity, hits mostly cytotoxic. AID 1347076. KB-V1 MDR cells viability, CellTiter-Glo, 72 h; note: % is set by controls: 0 for no effect and ±100 for the full control effect; nearly all actives have a fitted effect of over 60% in size
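qHTS viability screen in drug-selected KB-V1 MDR cells: 72 h compound treatment at 37 degrees C, ATP luminescence end point.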
GLP1R cytotox: cytotoxic in the GLP-1 receptor inverse agonist counter-screen | HEK293 cAMP-luciferase reporter cells, luminescence, 24 h | Potency, µM (top dose mostly 38.3 µM), without a hit: top-dose activity change, negative = inhibition, actives largely listed as inhibitors | AID 624418 | 0.13% of 410,000 active;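 note: loss of luciferase light is scored as toxicity; % is set by controls: 0 for no effect and ±100 for the full control effect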
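Here, cytotoxicity is scored as loss of luminescence. The MLSMR collection was tested on cells seeded in medium containing 10% Nu serum, with a 24 hr compound exposure preceded by 12 hours of culture.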
KB-3-1 cytotox: kills parental KB-3-1 adenocarcinoma cells. KB-3-1 viability, CellTiter-Glo ATP luminescence, 72 h. Potency, µM (titrated, usually from 46.1 µM), inactives show top-dose activity change, negative = cytotoxic, hits mostly cytotoxic. 1.4% of 400,000 active. AID 1347075; note: % is set by controls: 0 for no effect and ±100 for the full control effect; nearly all actives have a fitted effect of over 60% in size
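Here the drug-naive KB-3-1 line serves as comparator for MDR sub-line selectivity; cells received compound titrations, 72 h at 37 °C, then CellTiter-Glo readout.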
SW480 rereplic: DNA re-replication induction in SW480 cells; SW480 DNA re-replication, Hoechst DNA content imaging, 48 h; Potency, µM (titrated, usually from 46.1 µM), for the others: top-dose re-replication activation, most hits filed as activators; 1.8% of 340,000 active; note: % of control where 0% means no effect; nearly all actives have a fitted effect of over 55% in size
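Per well, 250 cells were exposed to pinned compound for 48 hr. Nuclear DNA was visualised with Hoechst (40 min, 37 C) and total object intensity recorded by fluorescence scanning.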
TDP-43 yeast inh: TDP-43 toxicity inhibition in yeast. 1.8% of 410,000 active. Potency, µM (doses to about 46.1 µM), for inactives: top-dose growth rescue (activation), hits mostly activators. TDP-43 expressing yeast growth rescue, BacTiter-Glo, 24 h. AID 652104; note: % of control where 0% means no effect; nearly all actives have a fitted effect of over 50% in size
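Growth rescue of TDP-43-toxic yeast measured as ATP luminescence (BacTiter-Glo). Cells grown to mid-log in raffinose, induced in galactose at OD600=0.02, exposed to compound 24 hr at 30 deg C.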
GLP1R ag: agonists of human GLP-1 receptor; P43220; HEK293 GLP-1R CRE-luciferase, luminescence, 4-6 h; cells express a hypersensitive GLP-1R form; Potency, µM (titrated, usually from 45.6 µM), inactives show top-dose activation, actives largely listed as activators; 0.007% of 380,000 active; AID 624172; note: % of control where 0% means no effect
Target sequence (P43220 whole entry, looked up): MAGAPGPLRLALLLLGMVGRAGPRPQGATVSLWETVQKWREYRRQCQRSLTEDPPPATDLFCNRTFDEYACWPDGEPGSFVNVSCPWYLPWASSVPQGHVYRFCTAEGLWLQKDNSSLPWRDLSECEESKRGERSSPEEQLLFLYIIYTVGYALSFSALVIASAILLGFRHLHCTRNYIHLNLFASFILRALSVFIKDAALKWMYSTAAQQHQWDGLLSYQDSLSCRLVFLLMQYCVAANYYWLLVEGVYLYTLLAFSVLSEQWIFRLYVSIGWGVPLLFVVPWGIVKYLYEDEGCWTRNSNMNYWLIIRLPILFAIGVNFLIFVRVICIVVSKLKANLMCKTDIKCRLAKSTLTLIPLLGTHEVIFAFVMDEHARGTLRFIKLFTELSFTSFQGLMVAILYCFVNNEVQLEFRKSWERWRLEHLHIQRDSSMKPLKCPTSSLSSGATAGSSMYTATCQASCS
HT1080NT lethal: kills 2HG-producing HT-1080-NT fibrosarcoma cells | AID 686970 | Potency, µM (series often up to 46.1 µM), inactives show at the top dose activity, negative = less viability, actives largely listed as cytotoxic | 1.6% of 360,000 active | HT-1080-NT fibrosarcoma viability, CellTiter-Glo ATP luminescence, 48 h;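 note: NT is the 2HG producing partner of a matched IDH1 knockdown line; 0% = DMSO-treated cells and -100% = media-only wells without cells; nearly all actives have a fitted effect of over 55% in size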
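Luminescent CellTiter-Glo readout after 48 hours of compound exposure at 37 degrees C defined viability of HT-1080-NT cells. Activity was normalized to DMSO wells and cell-free media wells; concentration-response curves were fitted and assigned curve classes.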
GLP1R inv ag: GLP-1 receptor (human) inverse agonism; HEK293 GLP-1R CRE-luciferase, luminescence, 24 h; GLP-1R form is constitutively active; Potency, µM (series often up to 38.3 µM), for inactives: top-dose activity change, negative = inhibition, hits mostly inhibitors; 1.6% of 410,000 active; note: % is set by controls: 0 for no effect and ±100 for the full control effect; nearly all actives have a fitted effect of over 55% in size
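Constitutively active GLP-1R drives a cAMP-responsive luciferase in stably transfected HEK293 cells; test compounds are added after overnight (12 h) attachment and left 24 hr, and signal loss in luminescence marks inhibition.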
* marks the source's active call; other numbers are inactive results; ? = inconclusive; nt = no result given; [ ] = remark or other dose. Calls come from the whole dose curve; as a rule, active = well fitted curve in the direction sought with a large enough effect; inconclusive = small, poorly fitted or top-dose-only effect, or another doubt; inactive = no such curve, though single readings can be large; an effect the other way counts as inactive or inconclusive. Potency is the fitted concentration of half-maximal effect.

SMILES	HT1080 IDH1KD tx	KB-V1 MDR tox	GLP1R cytotox	KB-3-1 cytotox	SW480 rereplic	TDP-43 yeast inh	GLP1R ag	HT1080NT lethal	GLP1R inv ag
CSc1nc2ccc(NC(=O)COc3ccccc3F)cc2s1	0%	0%	-5%	-2%	-16%	16%	12%	2%	13%
CCOC(=O)c1ccccc1NC(=O)c1sc2ncn(CC)c(=O)c2c1C	nt	8%	4%	0%	nt	21%	nt	nt	18%
O=C(Nc1nnc(-c2ccco2)o1)c1ccc(N2C(=O)CCC2=O)cc1	?	0%	8%	4%	-1%	5%[9.22 µM]	1%	?	7%
COc1ccccc1N(CC(=O)Nc1ccc2c(c1)OCCO2)S(=O)(=O)c1ccc(C)cc1	-14%	?	1%	?	-5%	-10%	3%	-22%	?
CCCS(=O)(=O)c1c(S(=O)(=O)CCC)c2c(C)cccn2c1C(N)=O	2%	12%	9%	4%	-3%	5%	-19%	-4%	7%
CC1CCCCN1CCCNC(=O)c1ccc(N2CCCC2=O)cc1 (stereo not drawn)	-1%	?	-5%	0%	-1%	0%	0%	12%	20%
CN1CCN(CC(=O)N2c3ccccc3Sc3ccccc32)CC1	-5%	16%	-2%	-4%	-31%	2%	10%	-1%	-5%
Cn1nc(-c2ccccc2)c(CO)c1Oc1ccc(F)cc1	4%	-18%	16%	2%	-1%	21%	4%	4%	-15%
CCOC(=O)c1cc(-c2ccccc2)sc1N	14%	?	9%	9%	0%	?	5%	19%	10%
O=C(N/N=C/c1ccc(Br)s1)c1ccccc1[N+](=O)[O-]	-13%	?	-23%	2%	7%	15%	0%	-18%	-14%
CCCCCC(=O)Nc1ccc(S(=O)(=O)Nc2nccc(C)n2)cc1	10%	16%	13%	-2%	-5%	-19%[9.22 µM]	0%	3%	9%
Cn1nc(C(=O)N2CCc3ccccc32)c2ccccc2c1=O	-7%	-12%	8%	1%	3%	?	0%	3%	8%
COc1ccc(C(=O)C(C)OC(=O)CNC(=O)C2CCCCC2)cc1 (stereo not drawn)	0%	?	-6%	?	-8%	9%	-1%	3%	1%
CC(Oc1cc2oc(=O)c3c(c2cc1Cl)CCCC3)C(=O)NCc1ccccn1 (stereo not drawn)	6%	?	-5%	?	-5%	9%	8%	-1%	11%
COc1cccc(/C=C2\Oc3cc(OCC(=O)N4CCC[C@H]4C(=O)O)ccc3C2=O)c1	14%	15%	0%	0%	-20%	23%	-4%	7%	15%
NNC(=O)CN1C(=O)Nc2ccc(Br)cc2C1c1ccccc1 (stereo not drawn)	-10%	-3%	11%	0%	?	-19%	-2%	-15%	-18%
O=c1[nH]c2ccccc2n1CCC1CCCCC1	?	18µM*	-3%	0%	0%	?	7%	-14%	0%
Cc1cc(NC(=O)/C=C/c2ccccc2)c(C(C)C)cc1O	4%	-2%	-1%	0%	12%	7%	14%	1%	?
COc1cc(NS(=O)(=O)c2ccc3c(c2)OCC(C(=O)N2CCCC2)O3)cc(OC)c1 (stereo not drawn)	nt	?	-7%	0%	nt	15%	nt	nt	-12%
COc1ccc(C(=O)N2CCC(n3c(C)nc4cc(F)ccc43)CC2)cc1OC	-9%	10%	6%	3%	-1%	14%	-2%	-4%	0%
Cc1nc(CNS(=O)(=O)c2cc([N+](=O)[O-])ccc2C)cs1	18%	5%	-4%	3%	-22%	-10%	-3%	22%	1%
CCOc1ccccc1NC(=O)c1cc(SC)ccc1Cl	-22%	?	17%	-1%	18µM*	25%	16%	-20%	?
O=C(CSc1nncs1)Nc1cc(S(=O)(=O)N2CCOCC2)ccc1N1CCCC1	1%	3%	2%	-8%	-13%	0%	-11%	-2%	8%
Cc1cc(=O)n(CC(=O)Nc2ccc([N+](=O)[O-])cc2)c(-n2nc(C)cc2C)n1	nt	?	2%	-3%	nt	?	nt	nt	10%
COc1cc(NC(=O)C(CC(C)C)NS(=O)(=O)c2ccc3c(c2)CCCC(=O)N3)cc(OC)c1 (stereo not drawn)	nt	?	4%	-3%	nt	7%	nt	nt	17%
COc1cc(/C=C/C(=O)O)ccc1OS(=O)(=O)c1c(C)cc(C)cc1C	-2%	9%	-6%	2%	3%	11%	-6%	-17%	14%
CN(CC(=O)Nc1ccc(F)cc1)C(=O)CCc1nc2ccccc2c(=O)[nH]1	-6%	?	18%	-4%	-2%	-24%	6%	0%	8%
CCCN1CCN(CCCNC(=O)C2CCN(c3nnc(-n4c(C)ccc4C)s3)CC2)CC1	0%	10%	-7%	-5%	?	-13%	-2%	4%	75%[activator]
Clc1ccccc1Nc1c2c(nc3ncnn13)CCC2	?	?	-5%	-5%	-8%	22%	14%	10%[9.24 µM]	0%
Brc1cnc(N2CCCC2)nc1N1CCCCC1	11%	1%	15%	?	24%	12%	10%	21%	?

An excerpt of these results, with values under each structure:
Values run as follows: HT1080 IDH1KD tx	KB-V1 MDR tox	GLP1R cytotox	KB-3-1 cytotox	SW480 rereplic	TDP-43 yeast inh	GLP1R ag	HT1080NT lethal	GLP1R inv ag
CCCCCC(=O)Nc1ccc(S(=O)(=O)Nc2nccc(C)n2)cc1
→ 10%	16%	13%	-2%	-5%	-19%[9.22 µM]	0%	3%	9%
Cc1cc(NC(=O)/C=C/c2ccccc2)c(C(C)C)cc1O
→ 4%	-2%	-1%	0%	12%	7%	14%	1%	?
CCCN1CCN(CCCNC(=O)C2CCN(c3nnc(-n4c(C)ccc4C)s3)CC2)CC1
→ 0%	10%	-7%	-5%	?	-13%	-2%	4%	75%[activator]

Remaining list, next part:
SMILES	HT1080 IDH1KD tx	KB-V1 MDR tox	GLP1R cytotox	KB-3-1 cytotox	SW480 rereplic	TDP-43 yeast inh	GLP1R ag	HT1080NT lethal	GLP1R inv ag
CC1CCCN(CCOc2ccc(Br)cc2)C1 (stereo not drawn)	16%	3%	-3%	7%	-1%	-3%	-1%	15%	-9%
CCOC(=O)c1oc2ccccc2c1CSc1nnc(-c2ccco2)o1	-6%	?	?	19%	20%	-2%	2%	5%	-1%
CC(C)Cc1nnc(NC(=O)CCC(=O)NCc2ccccc2Cl)s1	27%	4%	2%	-2%	5%	-6%	1%	22%	15%
COc1cccc(-c2cc(NC(C)=O)c3ncc(-c4cccc(C(C)=O)c4)n3c2)c1	-20%	?	-13%	0%	nt	?	15%	-7%	-16%
CN(C)c1nc2c(N)ncnc2n1[C@H]1O[C@@H](CO)[C@H](O)[C@@H]1O	-4%	-6%	-4%	2%	-6%	-6%	8%	2%	6%
CCOCCCNC(=O)c1ccc(CS(=O)(=O)Cc2ccc(C)cc2)o1	0%	?	5%	-1%	7%	-11%	-3%	0%	-3%
CCOc1ccccc1-n1c(SCC(=O)NC(C)(C)C)nnc1-c1ccoc1C	13%	-12%	-11%	-19%	-8%[9.22 µM]	-1%	0%	15%	?
COC(=O)c1cccc(NC(=O)c2cc3ccccc3o2)c1	4%	4%	-22%	-13%	-5%	0%	12%	0%	?
Cc1cccc(S(=O)(=O)NCCc2cn3ccccc3n2)c1	1%	15%	0%	0%	-2%	11%	8%	5%	16%
COc1ccc(OC)c(-n2c(C)nc3cc(C(=O)O)ccc32)c1	9%	-1%	6%	3%	3%	17%	-9%	8%	1%
COc1ccc(C(=O)c2cnc(C(C)C)n2C)cc1	16%[9.24 µM]	?	-13%	-21%	9%	-7%	8%	4%	6%
CC(C)(C)NC(=O)C(c1ccncc1)N(Cc1ccco1)C(=O)c1ccc(-c2ccccc2)[nH]1 (stereo not drawn)	18µM*	?	-23%	0%	?	4%	3%	18µM*	-10%
O=C(NCc1ccco1)c1cc2ccc(O)cc2oc1=O	?	-27%	nt	?	?	-61%[inhibitor]	-6%	?	358%[activator]
Cc1ccc(S(=O)(=O)N2CCN(C(=O)CSc3ncn[nH]3)CC2)c(C)c1	-6%	-16%	-1%	-2%	-8%	11%	-12%	-10%	-2%
COc1cccc(NC(=O)CCC2CCN(C(=O)C3CC=CCC3)CC2)c1 (stereo not drawn)	-10%	-8%	0%	-1%	?	-4%	-5%	-14%	5%
CCOc1ccc(NC(=O)c2cc(S(=O)(=O)N3CCOCC3)cn2C)cc1	0%	0%	10%	-6%	-5%	1%	-2%	13%	-9%
O=C(CCC(=O)c1ccccc1)Nc1ccc(C(=O)O)cc1	-9%	7%	6%	-9%	?	-7%	-6%	-7%	17%
O=C(CN1CCN(S(=O)(=O)c2ccc(F)cc2)CC1)NC1CC1	5%	12%	2%	5%	-1%	13%	-3%	5%	3%
COc1ccc(NC(=O)CN(C)C(=O)c2ccccc2CCc2ccccc2)cc1	-3%	-19%	-8%	-3%	-28%	?	7%	-8%	?
Cc1ccc(NC(=O)c2cccc(OCc3c(C)noc3C)c2)cc1S(=O)(=O)Nc1ccccc1Cl	-16%	7.3µM*	-25%	-13%	?	9%	-18%	7%	?
CCc1nc2ccc(C(=O)N3CCN(CC)CC3)cc2nc1CC	0%	?	-10%	-22%	-10%	-13%	-4%	1%	24%
O=C(Nc1ccc(N2CCCCC2)cc1)c1ccc(F)cc1	-1%	-6%	2%	-5%	2%	6%	2%	-4%	0%
Cc1nnc(N2CCC(C(=O)NCCC(C)C)CC2)c2nn(-c3ccc(Cl)cc3)c(C)c12	nt	25%	0%	4%	nt	17%	nt	nt	3%
CCOC(=O)C1=C(Nc2ccccc2)CSC1	17%	18%	-16%	2%	nt	10%	3%	25%	1%
NC(=O)CC(NC(=O)c1ccccc1)c1ccc(NC2CCCCC2)c([N+](=O)[O-])c1 (stereo not drawn)	5%	-5%	-16%	-10%	1%	6%	6%	5%	4%
COc1ccccc1N/C=C(\C#N)c1nc2ccccc2[nH]1	-17%	26%	7%	19%	18%	12%	13%	-12%	21%
CCOC(=O)c1c(C)[nH]c(C)c1S(=O)(=O)NCC(=O)Nc1cccc(C#N)c1	nt	9%	-15%	8%	nt	-43%[inhibitor]	nt	nt	-27%
COc1cc2ccccc2cc1C(=O)N1CCCC1	0%	0%	-11%	24%	19%	10%	5%	20%	14%
